PLK1 inh: human PLK1 kinase inhibitors, primary screen, biochemical, TR-FRET. Serine/threonine-protein kinase PLK1 (Homo sapiens), P53350. recombinant PLK1 kinase, TR-FRET peptide phosphorylation. inhibition, % at 10 µM. 97,000 compounds, 0.53% hits;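 active means inhibition of 50% or more in the single-concentration screen; inactive means inhibition below 50%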;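 further: 0% = DMSO max control and 100% = H-89 dihydrochloride min control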
FAK blocker: FAK kinase inhibitors, primary screen, biochemical; Focal adhesion kinase 1 (Homo sapiens), Q05397; biochemical FAK kinase activity assay; inhibition, %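 (tested at 7 µM)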; 97,000 compounds, 0.84% hits; AID 727, 2007; in the data active means inhibition above about 19%;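 further: 0% = DMSO and 100% = reference compound high control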
Target sequence (Q05397 whole entry, looked up): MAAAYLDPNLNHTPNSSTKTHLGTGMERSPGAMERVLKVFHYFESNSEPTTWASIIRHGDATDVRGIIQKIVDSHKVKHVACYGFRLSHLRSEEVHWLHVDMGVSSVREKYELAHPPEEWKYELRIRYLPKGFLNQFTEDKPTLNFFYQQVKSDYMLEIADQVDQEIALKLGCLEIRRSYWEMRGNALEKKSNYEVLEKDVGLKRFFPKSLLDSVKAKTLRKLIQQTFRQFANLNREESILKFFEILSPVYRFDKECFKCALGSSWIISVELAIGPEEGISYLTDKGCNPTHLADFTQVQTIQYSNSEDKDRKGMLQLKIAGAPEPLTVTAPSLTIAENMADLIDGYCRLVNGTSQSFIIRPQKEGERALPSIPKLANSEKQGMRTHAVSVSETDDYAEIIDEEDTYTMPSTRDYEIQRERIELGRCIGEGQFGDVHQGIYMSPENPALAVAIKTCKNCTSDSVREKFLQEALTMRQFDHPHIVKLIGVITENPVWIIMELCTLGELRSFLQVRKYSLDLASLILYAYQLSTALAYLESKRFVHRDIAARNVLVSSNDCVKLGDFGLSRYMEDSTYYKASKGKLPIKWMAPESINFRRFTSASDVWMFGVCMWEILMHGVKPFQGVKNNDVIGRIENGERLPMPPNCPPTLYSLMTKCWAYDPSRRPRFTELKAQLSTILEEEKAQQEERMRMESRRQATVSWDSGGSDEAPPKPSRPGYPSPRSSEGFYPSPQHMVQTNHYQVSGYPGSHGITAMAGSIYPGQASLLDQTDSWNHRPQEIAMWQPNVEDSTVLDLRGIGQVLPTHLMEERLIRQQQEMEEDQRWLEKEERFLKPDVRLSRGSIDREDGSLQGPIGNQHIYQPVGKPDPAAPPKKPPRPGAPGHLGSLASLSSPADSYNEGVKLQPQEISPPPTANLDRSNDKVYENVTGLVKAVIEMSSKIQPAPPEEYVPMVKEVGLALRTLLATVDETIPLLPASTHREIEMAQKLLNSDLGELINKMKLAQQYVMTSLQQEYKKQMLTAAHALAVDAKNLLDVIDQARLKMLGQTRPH
ERa SRC1 pot: enhancers of ERα–SRC-1 coactivator binding, primary screen, biochemical, TR-FRET, ERα LBD, low estradiol. coactivator binding (% of control), % at 25.6 µM. AID 639, 2007. Estrogen receptor (Homo sapiens), P03372. 86,000 compounds, 1.3% hits. TR-FRET ERalpha-LBD/SRC-Cy5 coactivator binding, 2 h; 100 = basal binding, no effect; in the data active means activity above about 200%;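 further: binding measured in presence of low estradiol as agonist stimulus; 0% = peptide alone without receptor and 100% = receptor with peptide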
Rev-RRE block: HIV-1 Rev-RRE binding inhibitors, primary screen, biochemical, FRET, protein-RNA interaction. Rev peptide-RRE RNA binding. 97,000 compounds, 0.79% hits. inhibition, % at 8 µM. P05866;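 active means inhibition above the screen-wide mean plus 3 SD, cut at about 35% in these data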;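 further: 0% = median DMSO wells and 100% = median Neomycin B control wells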
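Assay system: Labelled RRE RNA duplex and labelled Rev peptide | Times: 5 min preincubation and 15 min binding, 25 °C | Detection: FRET, ex 480 nm, em 540 and 671 nm | Evaluation: % inhibition of FRET ratio versus controls | Benchmarks: DMSO wells as 0% and neomycin B wells as 100% inhibition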
Mac1 fbg inh: inhibitors of CD11b/CD18 adhesion to fibrinogen, primary screen, K562 cells, luminescence; Integrin beta-2 (Homo sapiens) + Integrin alpha-M (Homo sapiens), P05107+P11215; ATPlite luminescence; Mn2+ added to activate the integrin; inhibition, % at 10 µM; 93,000 compounds, 0.54% hits;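 active means primary inhibition of 50% or more at 10 µM, then 40% or more on retest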; further: some results filed as inactive read as strong as hits
ERb SRC1 inh: inhibitors of ERβ-SRC1 coactivator interaction, primary screen, biochemical, TR-FRET, ERβ LBD, SRC-1 peptide | Estrogen receptor beta (Homo sapiens), Q92731 | TR-FRET ER-beta LBD / SRC1-Cy5 peptide binding; receptor agonist-loaded with 1 µM estradiol | inhibition, % at 25.6 µM | 86,000 compounds, 1.3% hits | AID 633, 2007;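 active means compounds whose percent inhibition of the receptor-coactivator binding signal exceeds about 50% in the single-dose screen, limit read from the data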;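 further: 0% = receptor plus peptide wells without compound and 100% = peptide-only wells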
ERa SRC1 inh: ERα–SRC-1 coactivator interaction inhibitors, primary screen, biochemical, TR-FRET, ERα LBD, estradiol-bound. inhibition, % at 25.6 µM. TR-FRET ER-alpha LBD / SRC-1 peptide. 86,000 compounds, 1.7% hits; in the data active means inhibition above about 50%;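 further: 0% = receptor plus peptide control and 100% = peptide only without receptor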
PLK1 PBD inh: Plk1 polo box domain binding inhibitors, primary screen, biochemical, fluorescence polarization; Serine/threonine-protein kinase PLK1 (Homo sapiens), P53350; Plk1 PBD phosphopeptide binding; inhibition, %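 (tested at about 20 µM)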; 97,000 compounds, 0.13% hits; AID 693, 2007; in the data active means inhibition above about 34%, passing the limit was not always enough
CD11b adhes enh: enhancers of CD11b/CD18 adhesion to fibrinogen, primary screen, K562 cells, luminescence; ATPlite luminescence; Integrin beta-2 (Homo sapiens) + Integrin alpha-M (Homo sapiens), P05107+P11215; 93,000 compounds, 0.07% hits; activation, % at 10 µM;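 active means 10 µM primary screen giving 50% or more activity, confirmed by 40% or more on retest at that dose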; further: strong numbers were not always called active
* hit, by the source's call; x = not tested or not shown; [ ] = dose if it differs, or a comment.

Under each structure: Mac1 fbg inh | PLK1 PBD inh | FAK blocker | ERa SRC1 inh | ERb SRC1 inh | Rev-RRE block | CD11b adhes enh | PLK1 inh | ERa SRC1 pot
> C=CCSc1nnc(-c2cccnc2)o1
 : -6 | 17 | 6 | -1 | -8 | 8 | 1 | -15 | 128
> COc1ccc(NC(=O)C(c2ccc(C)cc2)N(C)C(=O)c2cnccn2)cc1 (stereo not drawn)
 : -8 | x | x | 2[fluorescence artefact?] | 10[fluorescence artefact?] | x | 3 | x | 123
> COC(=O)c1cc(C(=O)OC)n(Cc2ccc(F)cc2)n1
 : -15 | 12 | 3 | -22 | -4 | 3 | 7 | -21 | 120
> CCCOc1ccc(N2C(=O)CC(N3CCN(S(=O)(=O)c4ccccc4)CC3)C2=O)cc1 (stereo not drawn)
 : 1 | -24 | 2 | -1[fluorescence artefact?] | 4[fluorescence artefact?] | 15 | 4 | -9 | 100
> COc1ccc(-c2ccc(NCCC3=CCCCC3)nn2)cc1OC
 : -16 | -5 | -1 | -8 | -8 | 4 | -1 | -10 | 101
> CCOC(=O)N1CCN(C(c2ccc(F)cc2)c2sc3nc(C)nn3c2O)CC1 (stereo not drawn)
 : -38 | x | x | 4 | 4 | x | -3 | x | 86
> CCn1c2ccccc2c2cc(/C=N/n3cn[nH]c3=S)ccc21
 : x | -1 | 3 | 9 | -8 | -1 | x | -15 | 54[fluorescence artefact?]
> Cc1ccc2c(c1)C1CN(C)CCC1N2CC(=O)N(C)c1ccccc1 (stereo not drawn)
 : -4 | x | x | 0 | 1 | x | 0 | x | 105
> CCN1C(=O)/C(=C\N2CCN(c3ccc(F)cc3)CC2)SC1=S
 : 0 | 0 | 0 | -1 | -3 | 9 | -1 | -5 | 128[fluorescence artefact?]
> CCOC(=O)c1cnn2c(C(F)(F)F)cc(-c3ccco3)nc12
 : -5 | 25 | 3 | 2 | -2 | 0 | 0 | -5 | 109
> Cc1cc(N/C(=N\S(=O)(=O)c2ccc(F)cc2F)c2ccccc2)no1
 : -2 | -5 | 1 | x | x | 7 | -1 | -13 | x
> COc1ccc(CNc2n[nH]c(NCc3ccc(OC)c(OC)c3)n2)cc1OC
 : -10 | 5 | -3 | -10 | -16 | 1 | -2 | -12 | 127
> Cc1ccc(S(=O)(=O)c2c(N)n(NC(=O)c3ccccc3C)c3nc4ccccc4nc23)cc1
 : 1 | 3 | 1 | 1 | 1 | 9 | -8 | -6 | 93
> COC(=O)c1oc2ccc(Br)cc2c1NC(=O)CCN1CCOCC1
 : -12 | 2 | 4 | -18 | -13 | 10 | 0 | -4 | 128
> Cc1ccc(CNC(=O)CCc2nc3ccccc3c(=O)[nH]2)cc1
 : -2 | x | x | 2 | -7[fluorescence artefact?] | x | 3 | x | 128[fluorescence artefact?]
> CCOc1ccc(NC(=O)CSc2nnc(-c3ccccc3)n2N)cc1
 : 8 | 2 | 0 | 11 | 0 | 6 | 0 | -17 | 136
> O=C(NCc1ccc(Cl)cc1)c1cc(-c2cccs2)on1
 : 4 | -4 | 1 | 95* | 14 | 6 | 15 | -2 | 98
> CCOC(=O)N1CCC(Nc2nc3ccccc3n3cnnc23)CC1
 : x | -3 | -6 | 2 | -3 | -4 | x | -14 | 98
> Cc1nc2ccc(NC(=O)c3cccc(S(=O)(=O)N4CC(C)OC(C)C4)c3)cc2s1 (stereo not drawn)
 : -27 | 33 | -1 | -12 | -1 | 13 | -2 | -15 | 83
> Cc1ccn2c(NC3CCCCC3)c(C)nc2c1
 : -5 | -10 | 0 | -1 | 0 | 6 | -2 | -13 | 108
> N#C/C(=C/c1ccc(F)cc1)c1nc(CCN2C(=O)c3ccccc3C2=O)cs1
 : -16 | 1 | -7 | x | x | 7 | 2 | -1 | x
> Cc1ccc(-c2nn(-c3ccccc3)cc2/C=N/NC(=O)c2ccc3c(c2)OCO3)cc1
 : x | 7 | 1 | x | x | 4 | x | -3 | x
> Clc1ccc(-c2nc3ccccn3c2CN2CCOCC2)cc1
 : -2 | -20 | 3 | x | x | 0 | 6 | -7 | x
> CN(CP(=O)(O)CCc1ccccc1)S(C)(=O)=O
 : 7 | 12 | -2 | -3 | -1 | 3 | -4 | -9 | 100
> CCOC(=O)C1CCCN(C(=O)c2ccc3c(c2)NC(=O)C(N2CCOCC2)S3)C1 (stereo not drawn)
 : x | 7 | -6 | x | x | 11 | x | 3 | x
> Cc1n[nH]c(=S)n1/N=C/c1ccc(-c2ccccc2[N+](=O)[O-])o1
 : -6 | -18 | 8 | x | x | 1 | 0 | 19 | x
> Cc1cc2n(n1)C(c1ccc3c(c1)OCO3)Nc1c(C)cccc1-2 (stereo not drawn)
 : -27 | 10 | 4 | -6 | -6 | 7 | -4 | -10 | 111
> CCOc1ccc(S(=O)(=O)n2c(C)nc3ccccc32)cc1
 : -3 | 20 | 10 | 0 | -2 | 9 | 3 | -24 | 81
> c1ccc2c(c1)OCC(CNc1ncnc3nc[nH]c13)O2 (stereo not drawn)
 : 5 | x | x | -5 | -3 | x | -3 | x | 107
> COC(=O)c1ccc(NC(=O)CSc2nc(C)cc(=O)[nH]2)cc1
 : 2 | 21 | 0 | -4[fluorescence artefact?] | -10[fluorescence artefact?] | 3 | -1 | -4 | 109

(continued)
Under each structure: Mac1 fbg inh | PLK1 PBD inh | FAK blocker | ERa SRC1 inh | ERb SRC1 inh | Rev-RRE block | CD11b adhes enh | PLK1 inh | ERa SRC1 pot
> Nc1ncncc1-c1ccc([N+](=O)[O-])cc1
 : x | -42 | -6 | x | x | 3 | x | 38 | x
> CN1C=CC=C/C1=C1\SC(=S)N(C2CCCCC2)C1=O
 : -8 | -6 | 8 | x | x | 3 | -2 | -39 | x
> CN(c1ccc(C(=O)NCCSC(C)(C)C)cc1)S(C)(=O)=O
 : -6 | 18 | 0 | -9 | -11 | 0 | 1 | -17 | 119
> O=C(Nc1ccc(F)cc1F)c1cc2ncc(Br)cn2n1
 : 14 | -1 | 1 | 39 | 44 | 6 | -1 | -6 | 99[fluorescence artefact?]
> CC(=O)c1ccc(N=Cc2c(O)n(-c3cc(Cl)ccc3N3CCOCC3)c(=O)c3ccccc23)cc1
 : -1 | -7 | 0 | -3 | 7 | 3 | 41 | -9 | 117
> CCSc1nnc(-c2ccncc2)o1
 : 5 | 25 | -1 | -5 | -11 | 6 | 7 | -10 | 115
> CC(C)CC(=O)N1CCN(C(=O)c2cccc(F)c2)CC1
 : 11 | 9 | 1 | -9 | 4 | 7 | 1 | -27 | 109
> O=C1C(Cl)=C(NCC2CCCO2)C(=O)N1c1ccccc1 (stereo not drawn)
 : -4 | -15 | 0 | -4 | -3[fluorescence artefact?] | 9 | -3 | -12 | 108
> CCOC(=O)n1c(SCC(N)=O)nc2ccccc21
 : x | -12 | 3 | -2 | -10 | 2 | x | 0 | 106
> CC(C)(C)n1nnnc1C(c1ccccc1)N1CCc2ccccc2C1 (stereo not drawn)
 : x | -6 | -2 | 2 | -5 | 2 | x | -5 | 139
> Cc1ccc(N(CC(=O)NC2CCCCC2)C(=O)c2ccc(C)s2)cc1
 : -9 | -8 | 5 | x | x | 8 | 3 | 13 | x
> CCC(=O)N1CC23C=CC(CC2CC12CCCCC2)O3 (stereo not drawn)
 : -18 | x | x | 5[fluorescence artefact?] | 7 | x | -4 | x | 92[fluorescence artefact?]
> O=C(CC(NS(=O)(=O)c1ccc(Cl)cc1)c1ccco1)NC1CCCC1 (stereo not drawn)
 : -42 | x | x | -2 | -3[fluorescence artefact?] | x | 10 | x | 104[fluorescence artefact?]
> CSc1ccccc1C(=O)Nc1cccc(N(C)S(C)(=O)=O)c1
 : 0 | -4 | -1 | -6 | -10 | 8 | -4 | -8 | 115
> O=C1CS/C(=C\S(=O)(=O)c2ccc(Cl)cc2)N1
 : -15 | -13 | 6 | 4 | -2 | 10 | 0 | -5 | 96
> Cc1cc(C)n(C(=O)CNC(=O)CCc2ccccc2)n1
 : 0 | -7 | 3 | -3 | -5 | 2 | -6 | -1 | 105
> Nn1c(CSc2ccccn2)nc2ccccc2c1=O
 : -24 | -1 | 6 | -1 | 12 | 4 | 0 | -2 | 118
> O=C(CSc1ncn[nH]1)NCCCc1ccccc1
 : -31 | 13 | -4 | -3 | -7 | 6 | 1 | -14 | 112
> COc1ccc2cc(CN(Cc3cccnc3)Cc3nnnn3Cc3ccccc3)c(=O)[nH]c2c1
 : 5 | -7 | 3 | 0 | 2 | 6 | -4 | 7 | 119
> OC(COCC1COc2ccccc2O1)CN1CCN(c2ccccc2F)CC1 (stereo not drawn)
 : -2 | 16 | -4 | x | x | 7 | -4 | -10 | x
> Cc1cc(C(=O)NC(C)c2ccncc2)no1 (stereo not drawn)
 : 6 | x | x | 1 | -10 | x | -1 | x | 117[fluorescence artefact?]
> CCOC(=O)/C(N=Nc1c(Br)cc(Br)cc1Br)=C(\C)O
 : 12 | 12 | 14 | x | x | 9 | -3 | 8 | x
> Cc1ccc(S(=O)(=O)NCCSc2nnnn2-c2ccccc2)cc1
 : x | -7 | 2 | -11 | -20[fluorescence artefact?] | 11 | x | -6 | 113
> COc1ccccc1NC(=O)CC(=O)CSc1nnc(-c2ccc(C)cc2)n1C
 : -1 | 25 | -12 | -16 | -14 | 1 | -2 | -13 | 88
> CCc1ccc(OCC(=O)NCCN(C)C)c(Br)c1
 : x | 7 | -2 | -3 | 0[fluorescence artefact?] | -1 | x | -12 | 119
> O=C1C2CC=CCC2C(=O)N1c1ccc(Cc2ccncc2)cc1 (stereo not drawn)
 : x | 38 | -5 | 2 | 7 | -1 | x | -8 | 104
> O=C1CC(c2cc3c(cc2Br)OCO3)C2=C(CCCC2=O)N1 (stereo not drawn)
 : x | -3 | 3 | 5[fluorescence artefact?] | 2[fluorescence artefact?] | 3 | x | 3 | 105
> N/C(=N\OC(=O)Cc1cccc2ccccc12)c1ccccn1
 : -1 | -27 | 1 | 10[fluorescence artefact?] | -2[fluorescence artefact?] | 1 | -3 | -1 | 113
> CC1CCc2nn(CC(=O)N3CCN(C(=O)c4ccco4)CC3)cc2C1 (stereo not drawn)
 : x | 14 | 3 | -10 | 7 | 1 | x | -8 | 134
> Cc1ccnc(SCC(=O)N2CCC(C(N)=O)CC2)n1
 : 10 | 11 | 2 | -6 | 1 | 7 | -1 | 2 | 101

3 structures from above, sorted by heavy-atom count, smallest number first.
Under each structure: Mac1 fbg inh | PLK1 PBD inh | FAK blocker | ERa SRC1 inh | ERb SRC1 inh | Rev-RRE block | CD11b adhes enh | PLK1 inh | ERa SRC1 pot
> CCOC(=O)n1c(SCC(N)=O)nc2ccccc21
 : x | -12 | 3 | -2 | -10 | 2 | x | 0 | 106
> Cc1ccnc(SCC(=O)N2CCC(C(N)=O)CC2)n1
 : 10 | 11 | 2 | -6 | 1 | 7 | -1 | 2 | 101
> OC(COCC1COc2ccccc2O1)CN1CCN(c2ccccc2F)CC1 (stereo not drawn)
 : -2 | 16 | -4 | x | x | 7 | -4 | -10 | x

Screens as filed in PubChem.
